GPR35 arrestin U2OS = GPR35 antagonists blocking zaprinast-driven arrestin recruitment, primary screen, imaging, U2OS, beta-arrestin-GFP, zaprinast agonist (AID 2058) | U2OS GPR35 beta-arrestin-GFP translocation imaging, zaprinast antagonism; higher % means a stronger effect | one-dose inhibition, % at 10 µM; IC50 in µM for titrated hits | hit rate 0.052% among 290,000;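 active means inhibition of at least 50% with at least 30 cells and total cytoplasm GFP at most 10,000,000; inconclusive means under 30 cells or total GFP of 10,000,000 plus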
HIV peptide binding = cell-free HIV fusion peptide-binding blockers – biochemical, uHTS, fluorescence dequenching, primary screen (AID 1986); cell-free peptide binding, fluorescence dequenching, 30 min; higher % means a stronger effect; inhibition, % at 20 µM, or IC50 in µM where a hit was titrated; hit rate 0.3% among 290,000; in the data active means inhibition mostly above about 52%, no sharp cut-off; inactive means mostly below about 76%; further: some results filed as inactive read as strong as hits
NOD1 inhibition = inhibition of NOD1-driven NF-kB reporter – cell-based, luminescence, uHTS, primary screen (AID 1578). one-dose inhibition, % at 4 µM; EC50 in µM for titrated hits. hit rate 1% among 290,000. NOD1-driven NF-kB luciferase reporter cells, luminescence; higher % means a stronger effect; in the data active means inhibition mostly above about 36%, no sharp cut-off; inactive means mostly below about 34%;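 further: HEK-293T reporter cells stimulated with the NOD1 agonist gamma-tri-DAP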
GPR55 beta-arrestin = selective activators of receptor GPR55 – imaging, U2OS cells, beta-arrestin-GFP redistribution, primary screen (AID 1961); U2OS GPR55 beta-arrestin-GFP redistribution imaging; higher % means a stronger effect; activation, % at 10 µM, or EC50 in µM where a hit was titrated; hit rate 0.048% among 290,000;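 active means activation above 40% with more than 50 cells counted in the well; inconclusive means wells holding fewer than 50 cells, flagged as toxic or sparse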;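 further: U2OS osteosarcoma cells stably expressing GPR55 and beta-arrestin-GFP; plate controls were DMSO negative control for no effect and LPI positive control for full effect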
KOR beta-arrestin-1 = KOR antagonists, beta-arrestin recruitment, cell-based, luminescence, uHTS (AID 1778); KOR beta-arrestin recruitment, luminescence, antagonist mode; higher % means a stronger effect; inhibition, % at 10 µM, or IC50 in µM where a hit was titrated; hit rate 0.091% among 290,000; in the data active means inhibition above about 50%; further: strong numbers were not always called active
West Nile virus CPE = West Nile virus antiviral activity, cell-based, CPE readout (AID 1621). West Nile virus-infected cells, CPE inhibition; higher % means a stronger effect. CPE inhibition, % at 10 µM, or IC50 in µM where a hit was titrated. hit rate 0.02% among 290,000; in the data active means a potency from the dose series; inconclusive means CPE inhibition mostly from about 3.7% at the one dose, without a potency; inactive means the rest, 99 in 100 with CPE inhibition below about 2.2%; further: strong numbers were not always called active
Dengue-2 NS5 capping = Dengue-2 NS5 methyltransferase inhibitors, primary screen, biochemical, confirmation dose response (AID 588689). Dengue-2 NS5 methyltransferase capping enzyme assay, biochemical; higher % means a stronger effect. hit rate 0.3% among 340,000. inhibition, % at 25 µM; hits with a dose series show IC50 in µM; in the data active means a potency from the dose series; inconclusive means inhibition above about 29% without an active follow-up result
GPR55 antagonists = inhibition of LPI-stimulated GPR55 beta-arrestin translocation – imaging, U2OS, beta-arrestin-GFP, LPI agonist, primary screen (AID 2013). U2OS GPR55 beta-arrestin-GFP translocation imaging, LPI antagonism; higher % means a stronger effect. inhibition, % at 10 µM, or IC50 in µM where a hit was titrated. hit rate 0.13% among 290,000;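 active means spots per cell inhibited over 60%, with over 100 cells counted and total cytoplasm intensity under 500,000; inconclusive means wells with under 100 cells, flagged as likely toxic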;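 further: U2OS cells stably carrying GPR55 and arrestin-GFP stimulated by 5 µM LPI near EC80; imaged beta-arrestin-GFP aggregate spots per cell after agonist stimulation; plate controls were LPI-stimulated DMSO wells for no effect and DMSO wells without LPI for full effect; some results filed as inactive read as strong as hits; confirmed hits need IC50 under 10 µM and bright autofluorescent wells are also inconclusive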
KOR beta-arrestin-2 = kappa opioid receptor activators – cell-based, luminescence, uHTS, primary screen (AID 1777); KOR beta-arrestin recruitment, luminescence; higher % means a stronger effect; activation, % at 10 µM; hits with a dose series show EC50 in µM; hit rate 0.02% among 280,000; in the data active means activation above about 50%, passing the limit was not always enough; further: a part of the inactive calls stands beside numbers as strong as those of hits
Dengue-2 NS5 capping pilot replicate = also measured in Dengue-2 NS5 capping; calls as there; inhibition, %; measured here: pilot screen replicate inhibition
Starred values were filed as active, the others as inactive; & = joins results of further samples; [ ] = dose if it differs, or a comment. Only part of the results is shown. The share of hits here may be higher or lower than overall.

Results for CCC(=O)N(CC)c1nc(-c2cc(OC)ccc2OC)cs1 ?
GPR35 arrestin U2OS: 8%; HIV peptide binding: 0.2%; NOD1 inhibition: 16%; GPR55 beta-arrestin: 0.1%; KOR beta-arrestin-1: -15%; West Nile virus CPE: -1.3%; Dengue-2 NS5 capping: -6%; GPR55 antagonists: -7%; KOR beta-arrestin-2: -0.2%

What do the screens show for `Cc1cc(=O)oc(C)c1C(=O)N[C@@H]1CCCCNC1=O`?
GPR35 arrestin U2OS: -4%; HIV peptide binding: 1.2%; NOD1 inhibition: -18%; GPR55 beta-arrestin: 0.0%; KOR beta-arrestin-1: 9%; West Nile virus CPE: 0.0%; Dengue-2 NS5 capping: -6%; GPR55 antagonists: -3%; KOR beta-arrestin-2: -2.7%

What do the screens show for `COc1ccc(C(=O)N(C)Cc2ccc(C)o2)cc1OC1CCN(C(C)C)CC1`?
GPR35 arrestin U2OS: -8%; HIV peptide binding: 0.6%; NOD1 inhibition: -27%; GPR55 beta-arrestin: -0.1%; KOR beta-arrestin-1: -6%; West Nile virus CPE: -0.3%; Dengue-2 NS5 capping: -3%; GPR55 antagonists: 16%; KOR beta-arrestin-2: 2.0%

Results for COC(=O)c1ccn(C(=O)c2ccc(Cl)cc2)n1 ?
GPR35 arrestin U2OS: 10%; HIV peptide binding: 4.1%; NOD1 inhibition: -11%; GPR55 beta-arrestin: -0.1%; KOR beta-arrestin-1: -5%; Dengue-2 NS5 capping: -1%; GPR55 antagonists: -1%; KOR beta-arrestin-2: 8.6%

Results for O=C(c1ccccc1NS(=O)(=O)c1ccc(F)cc1)N1CCc2ccccc21 ?
GPR35 arrestin U2OS: -10%; HIV peptide binding: 2.6%; NOD1 inhibition: -25%; GPR55 beta-arrestin: 0.1%; KOR beta-arrestin-1: 6%; West Nile virus CPE: -0.4%; Dengue-2 NS5 capping: -7%; GPR55 antagonists: 13%; KOR beta-arrestin-2: -3.7%

Results for COc1ccc(NC2CCCN(C(=O)CN3CCOC3=O)C2)cc1OC (stereo unspecified) ?
GPR35 arrestin U2OS: 16%; HIV peptide binding: 2.1%; NOD1 inhibition: -9%; GPR55 beta-arrestin: -0.1%; KOR beta-arrestin-1: -44%; West Nile virus CPE: 0.1%; Dengue-2 NS5 capping: 3%; GPR55 antagonists: 13%; KOR beta-arrestin-2: 2.9%

What do the screens show for `CC(C)(C)NC(=O)CN(C(=O)CN1C(=O)C(=O)c2ccccc21)C(C)(C)C`?
GPR35 arrestin U2OS: 8%; HIV peptide binding: -0.1%; NOD1 inhibition: -18%; GPR55 beta-arrestin: 0.1%; KOR beta-arrestin-1: 16%; West Nile virus CPE: 0.2%; Dengue-2 NS5 capping: -2%; GPR55 antagonists: 0%; KOR beta-arrestin-2: -0.1%

How did CN(C)CCN(Cc1ccccc1)c1ccccn1 do in these assays?
GPR35 arrestin U2OS: 0%&9%; HIV peptide binding: 3.2%&-0.3%; NOD1 inhibition: -22%&-6%; GPR55 beta-arrestin: 0.2%&-0.5%; KOR beta-arrestin-1: 9%&19%; West Nile virus CPE: 0.4%; Dengue-2 NS5 capping: 1%; GPR55 antagonists: -4%&3%; KOR beta-arrestin-2: 2.8%&-0.9%

How did COc1ccc(C2CC(=O)c3cnc(N4CCc5ccccc54)nc3C2)c(OC)c1 (stereo unspecified) do in these assays?
GPR35 arrestin U2OS: 12%; HIV peptide binding: -0.4%; NOD1 inhibition: 24%; GPR55 beta-arrestin: 0.1%; KOR beta-arrestin-1: -68%[20 µM]; West Nile virus CPE: 0.4%; GPR55 antagonists: -8%

What do the screens show for `CC(C)(C)NC(=O)C(OC(=O)c1ccco1)c1ccccc1F` (stereo unspecified)?
GPR35 arrestin U2OS: 8%; HIV peptide binding: 2.7%; NOD1 inhibition: -14%; GPR55 beta-arrestin: 0.3%; KOR beta-arrestin-1: -39%[20 µM]; West Nile virus CPE: -0.5%; Dengue-2 NS5 capping: -9%; GPR55 antagonists: 15%; KOR beta-arrestin-2: 4.7%; Dengue-2 NS5 capping pilot replicate: -3.7

How did CCSC1=N/C(=C\c2ccc(C)s2)C(=O)S1 do in these assays?
GPR35 arrestin U2OS: 9%; HIV peptide binding: 2.0%; NOD1 inhibition: -10%; GPR55 beta-arrestin: 0.6%; KOR beta-arrestin-1: -20%; West Nile virus CPE: -0.1%; Dengue-2 NS5 capping: -4%; GPR55 antagonists: -2%; KOR beta-arrestin-2: -2.9%

What do the screens show for `Cc1cnc(NC(=O)c2ccc(-c3nc4ccccc4s3)o2)s1`?
GPR35 arrestin U2OS: 6%; HIV peptide binding: 4.7%; NOD1 inhibition: -35%; GPR55 beta-arrestin: -0.2%; KOR beta-arrestin-1: -27%; West Nile virus CPE: 0.2%; Dengue-2 NS5 capping: 16%; GPR55 antagonists: 0%

Nothing new here: 2 of the compounds above.
Results for O=C(c1ccccc1NS(=O)(=O)c1ccc(F)cc1)N1CCc2ccccc21 ?
GPR35 arrestin U2OS: -10%; HIV peptide binding: 2.6%; NOD1 inhibition: -25%; GPR55 beta-arrestin: 0.1%; KOR beta-arrestin-1: 6%; West Nile virus CPE: -0.4%; Dengue-2 NS5 capping: -7%; GPR55 antagonists: 13%; KOR beta-arrestin-2: -3.7%

Results for COc1ccc(NC2CCCN(C(=O)CN3CCOC3=O)C2)cc1OC (stereo unspecified) ?
GPR35 arrestin U2OS: 16%; HIV peptide binding: 2.1%; NOD1 inhibition: -9%; GPR55 beta-arrestin: -0.1%; KOR beta-arrestin-1: -44%; West Nile virus CPE: 0.1%; Dengue-2 NS5 capping: 3%; GPR55 antagonists: 13%; KOR beta-arrestin-2: 2.9%

New compounds follow:
Results for O=C(C1CCCN(S(=O)(=O)c2cccs2)C1)N1CCC(N2CCCCC2)CC1 (stereo unspecified) ?
GPR35 arrestin U2OS: 0%; HIV peptide binding: -0.7%; NOD1 inhibition: -14%; GPR55 beta-arrestin: -0.3%; KOR beta-arrestin-1: 8%; West Nile virus CPE: 0.8%; Dengue-2 NS5 capping: -11%; GPR55 antagonists: 4%; KOR beta-arrestin-2: -3.5%

What do the screens show for `Cc1occc1C(=O)NNC(=O)C1CCCCC1`?
GPR35 arrestin U2OS: -23%; HIV peptide binding: -1.0%; NOD1 inhibition: -1%; GPR55 beta-arrestin: 0.2%; KOR beta-arrestin-1: 15%; West Nile virus CPE: -0.5%; Dengue-2 NS5 capping: -1%; GPR55 antagonists: 10%; KOR beta-arrestin-2: 19%

What do the screens show for `Cc1cc(C)cc(NC(=O)CSc2cc(C(=O)c3nccn3C)c3ccccc3n2)c1`?
GPR35 arrestin U2OS: -4%; HIV peptide binding: 3.6%; NOD1 inhibition: 7%; GPR55 beta-arrestin: -0.1%; KOR beta-arrestin-1: -42%; West Nile virus CPE: -0.9%; Dengue-2 NS5 capping: -7%; GPR55 antagonists: 1%; KOR beta-arrestin-2: 3.7%

How did CCOc1cc(CNCCO)cc(Br)c1OCc1ccccc1Cl do in these assays?
GPR35 arrestin U2OS: 15%; HIV peptide binding: -1.9%; NOD1 inhibition: 17%; GPR55 beta-arrestin: -0.1%; KOR beta-arrestin-1: -47%; West Nile virus CPE: -0.7%; Dengue-2 NS5 capping: 6%; GPR55 antagonists: 46%; KOR beta-arrestin-2: 2.7%

What do the screens show for `COc1ccc(N2CCN(C(=O)c3ccc4c(c3)NC(=O)C(CSCc3cccc(F)c3)N4)CC2)cc1` (stereo unspecified)?
GPR35 arrestin U2OS: -1%; HIV peptide binding: 2.1%; NOD1 inhibition: -3%; GPR55 beta-arrestin: -0.1%; KOR beta-arrestin-1: -18%; West Nile virus CPE: 0.2%; GPR55 antagonists: 2%; KOR beta-arrestin-2: 8.2%

How did COC(=O)c1ccc(S(=O)(=O)N2CCC(O)CC2)n1C do in these assays?
GPR35 arrestin U2OS: 10%; HIV peptide binding: -1.7%; NOD1 inhibition: 0%; GPR55 beta-arrestin: 0.2%; KOR beta-arrestin-1: 23%; West Nile virus CPE: 0.3%; Dengue-2 NS5 capping: 11%; GPR55 antagonists: 2%; KOR beta-arrestin-2: 9.6%

Results for Cc1ccc(NC(=O)c2c(C(F)(F)F)nn(C)c2SCc2ccc(Cl)cc2)cc1C ?
GPR35 arrestin U2OS: 4%; HIV peptide binding: 1.0%; NOD1 inhibition: -5%; GPR55 beta-arrestin: 0.9%; KOR beta-arrestin-1: 0%; West Nile virus CPE: inconclusive; Dengue-2 NS5 capping: -5%; GPR55 antagonists: 6%; KOR beta-arrestin-2: -0.9%

How did COC(=O)C1=C(C)NC(=O)NC1c1cc(Cl)ccc1OC (stereo unspecified) do in these assays?
GPR35 arrestin U2OS: 13%; HIV peptide binding: -1.0%; NOD1 inhibition: -14%; GPR55 beta-arrestin: -0.1%; KOR beta-arrestin-1: 4%; West Nile virus CPE: 0.6%; Dengue-2 NS5 capping: -10%; GPR55 antagonists: 8%; KOR beta-arrestin-2: -4.0%

What do the screens show for `C#CCOCCOCCOCCNc1nc(N2CCOCC2)nc(N2CCN(C(=O)[C@H]([C@@H](C)CC)n3cc([C@@H](N)CO)nn3)CC2)n1`?
GPR35 arrestin U2OS: -6%; HIV peptide binding: 1.7%; NOD1 inhibition: -12%; GPR55 beta-arrestin: -0.2%; KOR beta-arrestin-1: -4%; West Nile virus CPE: 0.5%; Dengue-2 NS5 capping: 1%; GPR55 antagonists: 2%; KOR beta-arrestin-2: 6.6%

Results for CN(Cc1ccccc1)C(=O)CCn1c(=O)c2cccn2c2cccnc21 ?
GPR35 arrestin U2OS: -12%; HIV peptide binding: -2.0%; NOD1 inhibition: 16%; GPR55 beta-arrestin: -0.1%; KOR beta-arrestin-1: 2%; West Nile virus CPE: -0.3%; Dengue-2 NS5 capping: -1%; GPR55 antagonists: -8%; KOR beta-arrestin-2: -0.6%

What do the screens show for `CC1CN(S(=O)(=O)c2cccc(C(=O)OC(C)C(=O)NC3CCCCC3C)c2)CC(C)O1` (stereo unspecified)?
GPR35 arrestin U2OS: 13%; HIV peptide binding: -0.2%; NOD1 inhibition: 18%; GPR55 beta-arrestin: -0.2%; KOR beta-arrestin-1: -17%; West Nile virus CPE: -0.1%; Dengue-2 NS5 capping: -2%; GPR55 antagonists: -5%; KOR beta-arrestin-2: 5.1%

Screens as filed in PubChem BioAssay.
